Source: PubChem (NMMLSC)
LAP4 TOR yeast = modulators of TOR pathway LAP4-GFP in S. cerevisiae. S. cerevisiae LAP4-GFP multiplex, flow cytometry GFP, 3 h; median GFP as percent of DMSO wells. GFP response vs DMSO, % at 10 µM. actives 0.34% (n = 320,000). AID 2023;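 active means GFP response vs DMSO above a set limit, about the screen mean plus 3 SD, cut at about 150% in these data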
VLA-4 inh = inhibition in a human VLA-4 binding assay; P13612; VLA-4 expressing cells, ligand binding flow cytometry; inhibition, % (about 7 µM as worked out from the volumes in the protocol); actives 0.2% (n = 330,000); in the data active means inhibition above about 50%
Target sequence (P13612 whole entry, looked up): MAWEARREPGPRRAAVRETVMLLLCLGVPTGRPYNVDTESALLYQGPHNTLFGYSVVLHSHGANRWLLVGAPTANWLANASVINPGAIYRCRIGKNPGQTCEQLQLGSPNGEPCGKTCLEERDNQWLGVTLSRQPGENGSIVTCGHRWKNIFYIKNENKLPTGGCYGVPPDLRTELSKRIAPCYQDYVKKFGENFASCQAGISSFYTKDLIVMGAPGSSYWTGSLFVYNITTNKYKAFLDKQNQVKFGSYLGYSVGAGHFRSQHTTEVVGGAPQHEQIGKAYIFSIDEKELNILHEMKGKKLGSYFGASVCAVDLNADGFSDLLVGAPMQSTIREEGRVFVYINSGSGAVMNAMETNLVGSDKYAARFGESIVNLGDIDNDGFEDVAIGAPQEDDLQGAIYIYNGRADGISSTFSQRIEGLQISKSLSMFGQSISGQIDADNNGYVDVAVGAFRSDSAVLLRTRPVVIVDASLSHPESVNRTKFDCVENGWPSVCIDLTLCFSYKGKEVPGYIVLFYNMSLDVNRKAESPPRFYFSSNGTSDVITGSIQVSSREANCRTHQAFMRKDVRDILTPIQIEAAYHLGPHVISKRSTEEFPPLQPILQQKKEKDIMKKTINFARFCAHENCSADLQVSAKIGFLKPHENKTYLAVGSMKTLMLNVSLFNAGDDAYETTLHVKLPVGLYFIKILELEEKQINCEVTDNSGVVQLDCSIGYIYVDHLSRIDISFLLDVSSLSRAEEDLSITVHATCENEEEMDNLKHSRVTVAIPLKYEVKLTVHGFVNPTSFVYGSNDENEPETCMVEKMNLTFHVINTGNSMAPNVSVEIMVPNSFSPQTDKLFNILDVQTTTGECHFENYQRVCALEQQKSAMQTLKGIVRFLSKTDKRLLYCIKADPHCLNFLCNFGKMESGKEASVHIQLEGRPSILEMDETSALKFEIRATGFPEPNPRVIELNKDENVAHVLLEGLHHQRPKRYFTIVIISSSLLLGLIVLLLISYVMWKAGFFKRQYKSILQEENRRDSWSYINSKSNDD
CR mimetic SO = lowers age-related superoxide in aged yeast cells | S. cerevisiae aged cells, superoxide DHE fluorescence; hits give low values | AID 2690 | superoxide response (% of plate mean), % at 10 µM | actives 0.18% (n = 330,000);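 active means superoxide response under a set limit, about three screen SD below normal, cut at about 65% in these data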;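 further: yeast aged for seven days with compound at 30 °C before DHE staining; 100% = average MFI of all compound-treated wells on the plate with controls excluded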
MEP2-GFP yeast = yeast TOR pathway MEP2-GFP modulation. actives 0.51% (n = 330,000). GFP response vs DMSO, % at 10 µM. S. cerevisiae MEP2-GFP strain, flow cytometry GFP, 3 h; 100% = DMSO control level;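 active means GFP response versus DMSO above a set limit, roughly screen mean plus 3 SD, cut at about 180% in these data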;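 further: median GFP fluorescence of the barcode-gated MEP2-GFP cells per well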
GRK2 aptamer HTS = blocks RNA aptamer binding to human GRK2; P25098; bead flow cytometry, FAM-aptamer displacement from GRK2; inhibition of aptamer binding, % at 10 µM; actives 0.59% (n = 330,000);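 active means inhibition of aptamer binding above 40%, roughly 3 SD of noise, on plates passing a quality check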;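 further: median bead fluorescence of bound FAM aptamer so fluorescent compounds give negative values; no value below 0 was filed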
CIT2-GFP yeast = yeast TOR pathway CIT2-GFP modulation; S. cerevisiae CIT2-GFP strain, flow cytometry, 3 h; 100 means same as DMSO wells; GFP response vs DMSO, % at 10 µM; actives 0.065% (n = 320,000); AID 2029;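 active means GFP response relative to DMSO above a set limit, near the screen mean plus 3 SD, cut at about 150% in these data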;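 further: ratio of well median GFP fluorescence to mean of DMSO wells on the plate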
RPL19A-GFP yeast = alters RPL19A-GFP fluorescence in TOR pathway yeast screen | actives 0.3% (n = 330,000) | S. cerevisiae RPL19A-GFP strain, flow cytometry, 3 h; hits give low values | percent response vs DMSO, % at 10 µM;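 active means percent response vs DMSO below 50%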;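 further: median channel GFP fluorescence of the barcoded RPL19A-GFP strain; ratio of sample median GFP to plate DMSO average so 100% = DMSO; lower means less RPL19A-GFP as with rapamycin TOR inhibition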
AGP1-GFP MLPCN = modulators of TOR pathway AGP1-GFP in S. cerevisiae; S. cerevisiae AGP1-GFP multiplex flow cytometry, 3 h; GFP as percent of DMSO wells; GFP response vs DMSO, % at 10 µM; AID 2066; actives 0.02% (n = 320,000);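 active means GFP response relative to DMSO above a set limit, near screen average plus 3 SD, cut at about 150% in these data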;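 further: median GFP channel fluorescence of the gated AGP1 strain per well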
* hit, by the source's call; x = not tested or not shown.

SMILES	LAP4 TOR yeast	VLA-4 inh	CR mimetic SO	MEP2-GFP yeast	GRK2 aptamer HTS	CIT2-GFP yeast	RPL19A-GFP yeast	AGP1-GFP MLPCN
O=S(=O)(c1ccc(C2=CSC3=NCCN23)cc1)N1CCOCC1	100	15	100	106	0	98	99	102
Cc1ccc(OC(=O)c2ccc(N3CCOCC3)c([N+](=O)[O-])c2)cc1	106	-1	94	95	1	87	94	81
Cc1oc2c(CN3CCCCC3)c(O)ccc2c(=O)c1-c1ccc(Br)cc1	94	17	106	94	0	97	104	102
CSc1ccccc1NC(=S)Nc1cccc(C(F)(F)F)c1	97	31	104	96	2	88	100	96
CC(NC(=O)c1ccccc1F)c1nnc(SCC(=O)N2CCN(c3ccccc3)CC2)n1C (stereo unspecified)	107	-2	93	100	0	103	101	109
CCCCn1c(N)c(N(CCOC)C(=O)C2CCN(C(=O)c3ccc(F)cc3)CC2)c(=O)[nH]c1=O	98	4	113	97	2	82	94	103
Cc1ccnc(NC(=O)c2ccc(Cl)cc2Cl)n1	102	-2	104	111	0	100	100	104
CC(C)(Oc1ccc(Cl)cc1)C(=O)Nc1cccc(S(=O)(=O)NC2=NCCC2)c1	99	6	109	101	0	94	101	102
Cc1ccc(OC(=O)c2ccc(S(=O)(=O)N(C)C)cc2)c(-n2nc3ccccc3n2)c1	104	x	101	103	0	93	101	99
O=C(COc1ccc(Cl)cc1Cl)Nc1ccccc1NS(=O)(=O)c1cccs1	89	-6	95	104	5	107	102	95
COC(=O)/C(C#N)=C/c1ccc(C)o1	86	3	94	94	3	96	97	102
O=C(NC1CCCC1)c1cccc(S(=O)(=O)Nc2ccccc2F)c1	92	-19	102	101	4	102	97	95
CN(C)/C=C/C(=O)c1ccc(F)cc1	102	3	99	96	0	86	102	87
CCOC(=O)Cc1csc(NS(=O)(=O)c2ccc(F)cc2)n1	99	10	97	95	1	98	97	99
CCC(=O)NC(Nc1sc2c(c1C(=O)OC)CCN(C)C2)(C(F)(F)F)C(F)(F)F	100	9	87	106	0	95	98	100
COc1ccc(C(=O)Nc2nc(N3C(=O)c4ccccc4C3=O)n(-c3ccccc3)n2)cc1	109	-9	89	103	1	100	106	103
CC1(C)CC(=O)C2=C(C1)Nc1ncnn1C2c1ccccn1 (stereo unspecified)	105	9	102	103	1	101	96	101
CCC(C)(C#CCN1CCCCC1)OC(C)=O (stereo unspecified)	108	-1	96	107	1	116	102	114
O=C(NN1C(=O)c2ccccc2NC1c1ccc([N+](=O)[O-])o1)c1ccccc1 (stereo unspecified)	104	-2	145	102	2	95	101	102
Cc1ccc(S(=O)(=O)N2CCCOC2CNC(=O)C(=O)NC2CCCCC2)cc1 (stereo unspecified)	93	1	87	102	1	107	104	99
COc1cc(NC(=O)Cn2c(=O)n(CC3CCCO3)c(=O)c3ccccc32)cc(OC)c1 (stereo unspecified)	110	23	108	98	0	105	99	116
CSc1nc(-c2ccco2)cc(-c2ccccc2)c1C#N	99	0	86	98	0	102	98	101
CCc1cc(-c2n[nH]c(=S)n2-c2cccc(C)c2)cs1	99	x	96	98	0	99	98	92
Cc1ccc(NC(=O)COc2ccc(N3CC(C(N)=O)CC3=O)cc2)c(C)c1 (stereo unspecified)	89	5	100	93	6	91	92	91
CCCCCc1ccc(-c2cn(Cc3ccc(C)cc3)nn2)cc1	85	1	96	89	0	88	94	94

In the list so far, these contain an aryl thioether with sulfur outside any ring:
SMILES	LAP4 TOR yeast	VLA-4 inh	CR mimetic SO	MEP2-GFP yeast	GRK2 aptamer HTS	CIT2-GFP yeast	RPL19A-GFP yeast	AGP1-GFP MLPCN
CSc1ccccc1NC(=S)Nc1cccc(C(F)(F)F)c1	97	31	104	96	2	88	100	96
CC(NC(=O)c1ccccc1F)c1nnc(SCC(=O)N2CCN(c3ccccc3)CC2)n1C (stereo unspecified)	107	-2	93	100	0	103	101	109
CSc1nc(-c2ccco2)cc(-c2ccccc2)c1C#N	99	0	86	98	0	102	98	101

Additional compounds:
SMILES	LAP4 TOR yeast	VLA-4 inh	CR mimetic SO	MEP2-GFP yeast	GRK2 aptamer HTS	CIT2-GFP yeast	RPL19A-GFP yeast	AGP1-GFP MLPCN
COc1ccc(Cn2c(N)c(C#N)c3nc4ccccc4nc32)cc1OC	95	6	114	94	0	82	94	95
O=C(CSc1nc2ccccc2[nH]1)N/N=C/C=C\c1ccccc1[N+](=O)[O-]	86	10	93	96	1	99	93	91
c1ccc(CC2CCN(c3nnnn3-c3ccccc3)CC2)cc1	97	21	114	95	2	96	99	105
O=C(CCS(=O)(=O)c1ccc(Br)cc1)N1CCN(c2ccccc2)CC1	89	8	107	92	29	89	94	86
Cc1ccccc1CN1CCN(C(C)C(=O)NNC(=O)c2ccc(F)cc2)CC1 (stereo unspecified)	101	15	89	96	0	98	100	101
Cc1cc(C)n(C(=O)c2ccc(Cl)c(F)c2F)n1	111	31	93	113	0	107	110	108
Cc1cc(C)nc(NS(=O)(=O)c2ccc(NC(=O)CSc3nc4ccccc4[nH]3)cc2)n1	94	19	111	106	3	110	107	103
CCN(CC)c1ccc(/C=N/NC(=O)c2cccc(S(=O)(=O)Nc3ccccc3OC)c2)cc1	109	21	76	102	2	102	110	102
Cc1cc(NS(=O)(=O)c2ccc(NC(=O)COc3ccccc3Cl)cc2)no1	91	-5	87	95	1	92	97	97
CN(CC(=O)Nc1ccc(Cl)c(Cl)c1)C(=O)C1CCCC1	106	-1	100	105	0	96	100	102
COc1ccc(/C=C2\CCC(C3CCCC3)C2=O)c(OC)c1OC (stereo unspecified)	94	14	105	98	0	98	100	104
CCN1CCC[C@H]1CNC(=O)c1c(OC)ccc(Br)c1OC	104	4	100	97	4	103	103	102
NC[C@H](Cc1ccccc1)NCCCCC1CCCCC1	101	-9	99	99	0	99	96	99
COc1ccc(CCNC(=O)c2ccc(-c3ccc([N+](=O)[O-])cc3Cl)o2)cc1OC	102	2	86	107	0	97	102	100
N/C(Cc1ccc(Cl)cc1Cl)=N\OC(=O)c1cccs1	217*	-4	105	111	0	130	77	47
O=C(CCc1ccccc1)NNC(=O)c1ccccn1	101	2	134	100	1	98	97	100
C/C(=N/NC(=O)c1cnccn1)c1cccs1	89	-5	94	97	0	96	101	95
COc1ccc(C(C(=O)NCC2CCCO2)N(Cc2cccs2)C(=O)c2snc(C(N)=O)c2N)cc1OC (stereo unspecified)	93	-2	95	110	2	103	103	96
COc1cc(OC)c(OC)cc1NC(=O)CC1COc2ccccc2O1 (stereo unspecified)	97	-20	97	107	0	100	101	103
CC1CCN(CCC(=O)Nc2ccc(F)c(F)c2)CC1	93	0	102	106	0	100	108	98
COc1ccc(Cc2noc(CN3CCCN(Cc4ccc(F)cc4)CC3)n2)cc1OC	86	-3	100	104	0	98	103	98
COc1ccc(Cl)cc1NS(=O)(=O)c1ccc(S(=O)(=O)N2CCCC2)cc1	100	16	87	102	3	102	96	102
O=C(NN=C1CCCC1)c1cc(-c2ccccc2)n[nH]1	91	8	72	111	2	101	100	92
COc1ccc(C2=NN(CC(=O)NCc3ccco3)C(=O)CC2)cc1	115	0	114	102	6	98	94	103
COc1ccccc1NC(=O)c1ccc([N+](=O)[O-])cc1[N+](=O)[O-]	98	3	147	98	2	96	100	95
Next part.
SMILES	LAP4 TOR yeast	VLA-4 inh	CR mimetic SO	MEP2-GFP yeast	GRK2 aptamer HTS	CIT2-GFP yeast	RPL19A-GFP yeast	AGP1-GFP MLPCN
Nc1ccc(C(=O)N2CCN(S(=O)(=O)c3ccc(Br)cc3)CC2)cc1[N+](=O)[O-]	106	-1	78	99	2	107	101	108
Cc1ccc(Sc2ncccc2[N+](=O)[O-])cc1	94	-5	110	104	0	90	94	92
CCOC(=O)c1ccc(NC(=O)Oc2ccccc2)cc1	108	7	106	100	0	86	94	88
CCc1cc[n+](-c2nc([O-])sc2C=O)cc1	93	25	102	97	0	100	99	95
O=C(CN1C(=O)NC2(CCCC2)C1=O)N1CCN(S(=O)(=O)c2cccc(F)c2)CC1	95	5	98	97	2	99	92	92
COc1cc(CN2CCC(C(=O)NC3CCCC3)CC2)cc(OC)c1O	80	6	102	90	0	92	86	84
COc1ccc(CNc2nc(-c3ccccc3)nn2C(=O)c2ccc([N+](=O)[O-])cc2)cc1	98	x	105	106	0	101	102	102
CC(=O)c1ccc(NC(=O)C2CCCN2S(=O)(=O)c2cccs2)cc1 (stereo unspecified)	113	1	105	98	2	90	99	111
CC(=O)NC(=S)Nc1ccccc1C(=O)Nc1ccccc1	87	-10	106	92	0	95	102	96
C=CCn1c(CCc2ccccc2)nnc1SCC(=O)OC	105	10	104	112	1	113	110	110
Cc1c(C(=O)C(=O)N2CCN(C)CC2)c2ccccc2n1C	99	8	109	95	1	88	92	94
O=[N+]([O-])c1cccc(S(=O)(=O)N2CCC(c3nc(-c4ccncc4)no3)CC2)c1	105	14	116	105	7	102	97	107
O=C(COC(=O)Cc1ccccc1F)Nc1ccc2c(c1)OCO2	104	15	99	98	3	106	109	99
Cc1cccc(NC(=S)NC2CC3CCCC(C2)N3CC(C)C)c1 (stereo unspecified)	96	36	108	102	0	104	98	106
CN1CCN(c2nc(-c3ccncc3)nc3ccccc23)CC1	99	1	99	96	0	92	96	98
Cc1nc2cc(NS(=O)(=O)c3c(C)c(C)cc(C)c3C)ccc2s1	92	-3	98	89	5	91	91	97
COc1ccccc1-c1ccc(/C=N/O)o1	113	-10	87	97	0	92	96	100
CCOc1ccc(NS(=O)(=O)c2ccc(C(=O)NCC(c3ccco3)N(C)C)cc2)cc1 (stereo unspecified)	95	-1	95	94	0	86	91	89
CCN(CC)S(=O)(=O)c1ccc(N2CCOCC2)c(NC(=O)Cc2cccc3ccccc23)c1	89	14	99	96	0	96	101	96
O=C1C2CCCN2C(=O)N1CCCN1CCN(c2ccc([N+](=O)[O-])cc2)CC1 (stereo unspecified)	101	8	109	113	x	107	108	100
CCOC(=O)C1CCCN(S(=O)(=O)c2ccc(S(=O)(=O)N3CCCC3)cc2)C1 (stereo unspecified)	91	-2	94	95	0	87	87	90
COc1ccc(Oc2ccc(C(F)(F)F)cc2NC(=O)CC(CC(=O)O)c2ccccc2)cc1 (stereo unspecified)	121	-2	102	104	3	110	97	111
CCOc1ccc(N(C)C(=O)CCc2nnc3ccc(NCc4ccco4)nn23)cc1	103	3	99	100	0	105	102	101
Cc1ccc(S(=O)(=O)N(Cc2cccnc2)Cc2cc3ccccc3[nH]c2=O)cc1	102	4	111	106	0	100	101	97
Cc1ccccc1-n1c(SCC(=O)N/N=C/c2c(C)nn(-c3ccccc3)c2C)nc2ccccc2c1=O	102	-5	92	101	0	95	104	104

An excerpt from above, limited to LAP4 TOR yeast, VLA-4 inh and CIT2-GFP yeast.
mol	LAP4 TOR yeast	VLA-4 inh	CIT2-GFP yeast
COc1ccccc1-c1ccc(/C=N/O)o1	113	-10	92
CCOc1ccc(NS(=O)(=O)c2ccc(C(=O)NCC(c3ccco3)N(C)C)cc2)cc1 (stereo unspecified)	95	-1	86

New compounds follow.
SMILES	LAP4 TOR yeast	VLA-4 inh	CR mimetic SO	MEP2-GFP yeast	GRK2 aptamer HTS	CIT2-GFP yeast	RPL19A-GFP yeast	AGP1-GFP MLPCN
CC(C)(C)N(NC(=O)OCc1ccccc1)C(=O)c1ccccc1Cl	91	2	100	89	0	86	85	85
N#CCCCSc1nnc(-c2ccc(Cl)cc2)n1-c1ccccc1	99	30	95	101	1	94	96	95
NS(=O)(=O)c1ccc(NC(=O)CSc2nnc(COc3ccccc3Cl)n2C2CC2)cc1	97	-8	117	102	2	98	98	102
CCOC(=O)C1CCN(C(=O)COc2ccc(S(=O)(=O)NC(C)(C)C)cc2)CC1	95	-1	92	97	1	100	97	107
CCN(CC)CC(=O)N1c2ccccc2Sc2ccccc21	90	6	103	103	6	100	103	102
COc1ccc(C)cc1S(=O)(=O)NCC(c1ccc2c(c1)OCO2)N1CCN(C)CC1 (stereo unspecified)	99	2	100	96	0	71	97	98
CN(C)N1C(=O)/C(=C/c2ccco2)SC1=Nc1ccccc1	100	-7	95	98	0	94	97	99
O=C(Nc1ccc(N2CCCC2)cc1)C(c1ccccc1)c1ccccc1	95	8	96	97	0	94	97	98
